TDP-43 yeast inh – rescues yeast growth from TDP-43 toxicity | TDP-43 expressing yeast growth rescue, BacTiter-Glo, 24 h | Potency, µM (top dose mostly 46.1 µM), without a hit: at the top dose growth rescue (activation), hits mostly activators | hit rate 1.8% among 410,000; also: potency is read from the fitted curve at half-maximal effect; % of control where 0% means no effect; nearly all actives have a fitted effect of over 50% in size
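In this qHTS, compounds that restore growth of yeast expressing TDP-43 appear as activators. Cells (OD600=0.02, galactose medium, raffinose-pregrown) are incubated with compound 24 hr at 30 deg C and growth is quantified by BacTiter-Glo.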
D3 antag – blocks the human D3 dopamine receptor; hit rate 2.5% among 360,000; D3R cells, DiscoveRx beta-arrestin luminescence, antagonist mode; stronger effect = lower value; AID 652054; P35462; max response, negative = inhibition, %; in the data active = max response below about -50%; inconclusive = no clear call, values can overlap the other calls; also: % is scaled to controls: 0 for no effect and ±100 for the full control effect; mostly tested at two doses, the higher about 12 µM
Target sequence (P35462 whole entry, looked up): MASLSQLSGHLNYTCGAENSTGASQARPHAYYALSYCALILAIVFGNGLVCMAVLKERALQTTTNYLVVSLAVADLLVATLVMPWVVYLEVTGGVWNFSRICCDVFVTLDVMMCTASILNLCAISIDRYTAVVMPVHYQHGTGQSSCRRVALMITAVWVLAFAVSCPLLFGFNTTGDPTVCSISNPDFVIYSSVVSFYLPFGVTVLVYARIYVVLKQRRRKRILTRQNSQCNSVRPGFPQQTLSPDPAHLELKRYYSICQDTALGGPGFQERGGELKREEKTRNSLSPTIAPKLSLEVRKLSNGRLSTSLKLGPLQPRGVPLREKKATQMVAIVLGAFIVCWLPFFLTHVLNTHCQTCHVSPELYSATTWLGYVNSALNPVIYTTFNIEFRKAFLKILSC
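Cells plated overnight at 1500 cells/well, then exposed to library compounds with dopamine controls for 90 minutes at 37 degrees C. DiscoveRx reagent added for 30–60 minutes at room temperature; luminescence read, quantitative HTS format.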
GLP1R inv ag – inverse agonists of human GLP-1 receptor; P43220; HEK293 GLP-1R CRE-luciferase, luminescence, 24 h; GLP-1R form is constitutively active; Potency, µM (top dose mostly 38.3 µM), for the others: at the highest dose activity change, negative = inhibition, usual class: inhibitors; hit rate 1.6% among 410,000; also: potency is read from the fitted curve at half-maximal effect; % is scaled to controls: 0 for no effect and ±100 for the full control effect; nearly all actives have a fitted effect of over 55% in size
Target sequence (P43220 whole entry, looked up): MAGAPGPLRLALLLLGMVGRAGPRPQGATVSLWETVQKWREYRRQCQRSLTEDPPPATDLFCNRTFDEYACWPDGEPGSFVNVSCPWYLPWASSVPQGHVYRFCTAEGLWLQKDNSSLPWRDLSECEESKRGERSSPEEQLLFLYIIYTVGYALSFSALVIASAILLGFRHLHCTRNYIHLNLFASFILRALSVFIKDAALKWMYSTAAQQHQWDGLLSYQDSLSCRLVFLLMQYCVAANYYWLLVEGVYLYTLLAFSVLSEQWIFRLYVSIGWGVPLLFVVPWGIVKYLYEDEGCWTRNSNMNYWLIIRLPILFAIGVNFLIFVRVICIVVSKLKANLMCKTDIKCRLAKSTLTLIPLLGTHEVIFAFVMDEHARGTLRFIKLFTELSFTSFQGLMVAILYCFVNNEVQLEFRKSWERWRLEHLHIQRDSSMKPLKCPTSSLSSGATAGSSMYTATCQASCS
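Seeding at 200 cells/uL, 12 h culture, 24 hr compound treatment, then luciferase reagent and a luminescence read; cells are HEK293 stably expressing a constitutively active GLP-1R plus cAMP-responsive luciferase.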
PTHR1 ag – agonists of human PTHR1 parathyroid hormone receptor. Q03431. HEK293 GP2 PTHR1 cells, GloSensor cAMP luminescence, 1 h. Potency, µM (highest dose often 115 µM), for inactives: at the top dose activation, actives largely listed as activators. hit rate 0.075% among 410,000; also: potency is read from the fitted curve at half-maximal effect; nearly all actives have a fitted effect of over 55% in size; some results filed as inactive show a strong effect at the top dose; inactives centre near -15; many of its hits are not listed in these tables
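HEK-293-derived GP2 cells expressing PTHR1 and a GloSensor cAMP reporter, 3,000/well, plated overnight, given luciferin plus IBMX (each 0.5 mM as added) for 1 h at 37 °C, then compound for 1 h at 37 °C. Luminescence was read after 15 min at room temperature.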
FUS yeast rescue – FUS proteinopathy suppression in yeast; Potency, µM (series often up to 76.6 µM), for inactives: at the highest dose growth rescue (activation), hits mostly activators; hit rate 0.24% among 390,000; S. cerevisiae FUS-expressing, growth rescue, OD600, 24 h;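 also: potency is read from the fitted curve at half-maximal effect; plate controls were DMSO vehicle for no effect and reference control for full effect; nearly all actives have a fitted effect of over 55% in size; some results filed as inactive show a strong effect at the top dose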
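Absorbance at 600 nm, taken 24hr after compound addition, measured rescue of FUS-yeast growth at 30C. Induction used 2% galactose with seeding at OD 0.005. Controls: CP55940 from 92uM final, DMSO only.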
aSyn rescue – inhibitors of alpha-synuclein toxicity in yeast. Potency, µM (top dose mostly 46.1 µM), inactives show top-dose growth rescue (activation), usual class: activators. AID 652106. hit rate 0.14% among 370,000. Yeast expressing alpha-synuclein, growth rescue, BacTiter-Glo, 24 h; also: potency is read from the fitted curve at half-maximal effect; % of control where 0% means no effect; nearly all actives have a fitted effect of over 65% in size
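Screening used galactose-induced yeast with toxic alpha-synuclein levels, exposed to compound for 24 hr at 30 deg C. Cell growth, read with BacTiter-Glo luminescence, gave the measured signal.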
Abeta yeast res – restores growth of yeast expressing A-beta42 peptide; yeast expressing A-beta42, growth rescue, OD600, 48 h; response scale: 0% DMSO, 100% iron-clioquinol control; Potency, µM (highest dose often 46.1 µM), inactives show top-dose growth rescue, actives largely listed as activators; hit rate 0.063% among 410,000; also: potency is read from the fitted curve at half-maximal effect; nearly all actives have a fitted effect of over 55% in size
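Yeast growth medium received pinned compounds, then yeast cells expressing toxic A-beta were added; plates incubated at 30 C for 48 hr. Growth read as absorbance at 600 nm, normalized to DMSO and equimolar FeCl3 plus clioquinol controls.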
GLP1R ag – activates the human GLP-1 receptor. HEK293 GLP-1R CRE-luciferase, luminescence, 4-6 h; cells express a hypersensitive GLP-1R form. Potency, µM (top dose mostly 45.6 µM), without a hit: top-dose activation, hits mostly activators. hit rate 0.007% among 380,000. P43220; also: potency is read from the fitted curve at half-maximal effect; % of control where 0% means no effect
pAkt inh – Akt phosphorylation inhibition; Neuro2A IGF-stimulated pAkt S473 HTRF, 20 min; stronger effect = lower value; activity change, % for hits at 50 µM; hit rate 0.32% among 360,000; in the data active = activity change below about -80%; inconclusive = mostly about -51% to -80%; also: % is scaled to controls: 0 for no effect and ±100 for the full control effect
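Single-point screen (50 µM final compound) in Neuro2A cells stimulated 20 min with 6 nM IGF at 37 deg C. After lysis, Ser473-phosphorylated Akt read by HTRF (ex 330 nm, em 615/665 nm) as the 665/615 ratio.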
* hit, by the source's call; i = inactive; ? = inconclusive; nt = not tested or not shown; & = joins results of further samples; [ ] = another dose, or the depositor's remark. Unless noted, calls follow the shape of the dose curve; as a rule, active = well fitted curve in the direction sought with a large enough effect; inconclusive = small, poorly fitted or top-dose-only effect, or another doubt; inactive = no such curve, though single readings can be large; an effect the other way counts as inactive or inconclusive.

SMILES | TDP-43 yeast inh | D3 antag | GLP1R inv ag | PTHR1 ag | FUS yeast rescue | aSyn rescue | Abeta yeast res | GLP1R ag | pAkt inh
COc1ccc(N2CC(NS(=O)(=O)c3ccc4ccccc4c3)CC2=O)cc1 (stereo unspecified) | ? | 7 | ? | -11% | 12% | 9% | 24% | 6% | i
CCCCNC(=O)c1ccccc1NC(=O)CCSc1ccccc1 | ? | 59 | 10µM* | -21%[57.5 µM] | 8% | -1% | 2% | 24% | nt
Cc1ccc(C(=O)OC2OC(=O)C(Cl)=C2N2CCOCC2)cc1 (stereo unspecified) | 10% | -1 | -5% | -55%[inhibitor] | 7% | -2% | -13% | -1% | i
CN(Cc1ccc2c(c1)OCCO2)C(=O)CN1C(=O)NC2(CCCCC2)C1=O | -8% | 0 | 10% | i | 9% | 3% | -8% | -4% | i
CCOC(=O)C1(C)CCCN(C(=O)c2ccc(C)c(F)c2)C1 (stereo unspecified) | 20% | 0 | 11% | i | -16% | 8% | 4% | 12% | i
COc1ccc(CCC(=O)N2CCN(C(=O)c3ccccc3)CC2)cc1 | 10% | 16 | 16% | i | 17% | 0% | 17% | -2% | i
Cc1nc(-c2cccc(NC(=O)c3cccc(S(=O)(=O)N4CCCC4)c3)c2)cs1 | 2% | 25 | -37% | -49% | ? | -3%[1.84 µM] | 14% | -1% | i
Nc1cccc(N2C(=O)c3cccc4c(N)ccc(c34)C2=O)c1 | -3% | 20 | 10% | -6% | -2% | -1% | 2% | 4% | i
CCOC(=O)N/N=C\c1ccc(OC(=O)c2ccco2)cc1 | -18% | -15 | 10% | 0% | 5% | 3% | 8% | 11% | i
CN(c1ccccc1)c1nc(N2CCCC2)nc(-n2ccnc2)n1 | ? | -22 | ? | i | 33% | ? | -59%[inhibitor] | 23% | i
CCOC(=O)CSc1nnc(CNc2ccc(Cl)cc2)n1-c1ccccc1 | ? | -11 | -2% | i | 24% | 27% | -5% | 0% | i
CCCCn1c(N)c(N(CC(C)C)C(=O)Cn2c(=O)cnc3ccccc32)c(=O)[nH]c1=O | -12% | 2 | 1% | -19% | 10% | 4% | -2% | 4% | i
CC(C)CNC(=O)COC(=O)c1cc(S(=O)(=O)N(C)C)ccc1N1CCCC1 | -17% | 6 | ? | i | -2% | 3% | 6% | 0% | i
COc1ccc(/C=C2\SC(=O)N(CCNC(=O)Cc3coc4cc(C)ccc34)C2=O)cc1OC | 20% | 65 | 4% | -59%[inhibitor] | 32% | 23% | 2% | 20% | i
COc1ccccc1C(=O)Nc1cccc(C(=O)OCc2cc(=O)n3nc(C4CC4)sc3n2)c1 | 3% | nt | 23% | -13% | -7% | nt | -9% | nt | nt
Oc1ccc(C[C@@H]2CNCCN2CCc2cccc(F)c2)cc1 | 10% | -16 | -24% | -9% | -27% | 0% | 7% | -2% | i
Cc1nn(C)cc1C1Nc2ccccc2C(=O)N1O (stereo unspecified) | 1% | 3 | 0% | i | 38% | 0% | -3% | -3% | i
COc1ccccc1N1CC(C(=O)Nc2nc(C)cs2)CC1=O (stereo unspecified) | -2% | -7 | 14% | -1% | nt | -6% | -9% | 4% | i
CCC(=O)N1CCc2cc(S(=O)(=O)NCCC(=O)Nc3cc(C)ccc3OC)ccc21 | 10% | nt | 8% | -7% | 9% | nt | -14% | nt | nt
O=S(=O)(Nc1cccc(-n2cnnn2)c1)c1ccccc1F | 11% | -6 | 13% | -1% | -8% | 0% | 4% | -3% | nt
CC(Sc1nncn1C)C(=O)Nc1ccc(S(N)(=O)=O)cc1 (stereo unspecified) | 2% | 2 | 18% | -2% | 11% | -8% | 2% | 0% | i
Cc1csc(SCC(=O)NCc2cccs2)n1 | -1% | 13 | -6% | -2%[57.5 µM] | -19% | -6% | 3% | -2% | i
CCOC(=O)C1(Cc2ccccc2C)CCCN(C(=O)c2cc(CC)nn2C)C1 (stereo unspecified) | 6% | -21 | -30% | -17% | 3% | 1% | 0% | 3% | i
COc1c(Cl)cc(C(=O)N(Cc2ccccc2F)C2CCS(=O)(=O)C2)cc1Cl (stereo unspecified) | ? | nt | 7% | -20% | 12% | nt | 15% | nt | nt
NC(=O)CSc1nc(-c2ccccc2Cl)ns1 | ? | 5 | -6% | i | 14% | 5% | 12% | -5% | i

Further records:
SMILES | TDP-43 yeast inh | D3 antag | GLP1R inv ag | PTHR1 ag | FUS yeast rescue | aSyn rescue | Abeta yeast res | GLP1R ag | pAkt inh
Nc1oc2ccccc2c1C(=O)Cc1ccccc1O[C@@H]1O[C@H](CO)[C@@H](O)[C@H](O)[C@H]1O | 3% | 8 | 3% | i | -22% | 1% | -7% | -4% | i
CC(=O)N1CCN(S(=O)(=O)c2ccc(S(=O)(=O)NC3CCCCC3)cc2)CC1 | -22% | -15 | -16% | i | 13% | 0% | -15% | 0% | i
COc1cccc2c1-c1c(C(=O)O)cccc1C2=O | -4% | 7 | 16% | -23% | -7% | 2% | -5% | -4% | i
COC(=O)[C@@]12CCCCN1[C@H](c1ccc(-c3ccc(C(C)=O)cc3)cc1)[C@H]1C(=O)N(C)C(=O)[C@H]12 | 9% | 66 | 0% | -12% | 1% | -1% | 3% | 16% | i
CCn1c(SCC(=O)N2CC(=O)Nc3ccccc32)nnc1-c1ccoc1C | 2% | 14 | -5% | -8%[57.5 µM] | 4% | 2% | 9% | -8% | i
O=C(COc1ccc(C(=S)N2CCOCC2)cc1)N1CCOCC1 | -11% | -5 | 16% | 0% | nt | -1% | 0% | 3% | i
COC(=O)c1ccc(CN2C(=O)C(C)N(C(=O)c3c(F)cccc3F)c3ccccc32)cc1 (stereo unspecified) | 5% | 12 | ? | -26% | 24% | 6% | -7% | -2% | i
CN1N=C2c3ccccc3CCCC2C1c1ccc(F)cc1 (stereo unspecified) | -28% | -8 | 7.1µM* | ? | 31% | -1% | -8% | 8% | i
COc1ccc(-c2cc(=O)oc3cc(OC(=O)C4CCCCC4)ccc23)cc1 | 6% | 28 | ? | -2% | 27% | -3% | 3% | -6% | i
CCCCn1nc(C(=O)Nc2cc(S(=O)(=O)N(C)C)ccc2C)c2ccccc2c1=O | -6% | -20 | 1% | -19% | -42% | -4% | -11% | 4% | i
CC(C)N(Cc1ccccc1)C(=O)CN1C(=O)COc2ccc(S(=O)(=O)NC3CCCC3)cc21 | -3%&6% | -12 | -20%&-21% | i | 23%&23% | 0% | -2%&-13% | 10% | i
CC(C)n1cc(CN2CCN(C)C(CCO)C2)c2ccccc21 (stereo unspecified) | 19% | 15 | -6% | -23% | -15% | 2% | 13% | -3% | i
CCCCNC(=O)c1cc2c(C)cc(C)cc2[nH]1 | 12% | 21 | ? | -5% | 10% | 3% | 14% | 18% | i
Cc1ccc(CNC(=O)C2CC(=O)N(C3CCCCCC3)C2)cc1 (stereo unspecified) | 16%[9.22 µM] | -5 | -7% | -1% | 24% | 8% | 15% | 0% | i
CCc1nnc(NS(=O)(=O)c2ccc(NC(=S)NC(=O)/C=C/c3ccc(F)cc3)cc2)s1 | 13% | ? | 21% | -6% | 19% | -10% | 11% | -7% | i
Cc1cc(C)c(S(=O)(=O)N2CCCOC2CNC(=O)C(=O)NCCc2c[nH]c3ccccc23)c(C)c1 (stereo unspecified) | 14% | 12 | ? | -32%[inhibitor] | nt | 2% | 13% | -4% | i
O=c1c2c3c(sc2ncn1/N=C/c1ccc([N+](=O)[O-])o1)CCCC3 | ? | -17 | -3% | -50%[57.5 µM] | -5% | -59%[inhibitor] | -90%[inhibitor] | -2% | i
N#CC1(NC(=O)COc2ccc(S(=O)(=O)N3CCCC3)cc2[N+](=O)[O-])CCCCC1 | -6% | 7 | -25% | i | 0% | -1% | -4% | 1% | i
CCc1cccc2c(C=C(C#N)C#N)cn(CC(=O)N3CCCCCC3)c12 | -15% | -13 | 1% | i | 7% | 0% | -6% | -2% | i

Part of the list above in order of SMILES length, low to high:
SMILES | TDP-43 yeast inh | D3 antag | GLP1R inv ag | PTHR1 ag | FUS yeast rescue | aSyn rescue | Abeta yeast res | GLP1R ag | pAkt inh
CC(Sc1nncn1C)C(=O)Nc1ccc(S(N)(=O)=O)cc1 (stereo unspecified) | 2% | 2 | 18% | -2% | 11% | -8% | 2% | 0% | i
COc1ccc(N2CC(NS(=O)(=O)c3ccc4ccccc4c3)CC2=O)cc1 (stereo unspecified) | ? | 7 | ? | -11% | 12% | 9% | 24% | 6% | i
Cc1nc(-c2cccc(NC(=O)c3cccc(S(=O)(=O)N4CCCC4)c3)c2)cs1 | 2% | 25 | -37% | -49% | ? | -3%[1.84 µM] | 14% | -1% | i

Single records, from the list above.
CCCCNC(=O)c1cc2c(C)cc(C)cc2[nH]1 across the screens: TDP-43 yeast inh: 12%; D3 antag: 21; GLP1R inv ag: ?; PTHR1 ag: -5%; FUS yeast rescue: 10%; aSyn rescue: 3%; Abeta yeast res: 14%; GLP1R ag: 18%; pAkt inh: i
Nc1oc2ccccc2c1C(=O)Cc1ccccc1O[C@@H]1O[C@H](CO)[C@@H](O)[C@H](O)[C@H]1O across the screens: TDP-43 yeast inh: 3%; D3 antag: 8; GLP1R inv ag: 3%; PTHR1 ag: i; FUS yeast rescue: -22%; aSyn rescue: 1%; Abeta yeast res: -7%; GLP1R ag: -4%; pAkt inh: i
O=C(COc1ccc(C(=S)N2CCOCC2)cc1)N1CCOCC1 across the screens: TDP-43 yeast inh: -11%; D3 antag: -5; GLP1R inv ag: 16%; PTHR1 ag: 0%; FUS yeast rescue: nt; aSyn rescue: -1%; Abeta yeast res: 0%; GLP1R ag: 3%; pAkt inh: i

Compound activity as filed in PubChem BioAssay.

Not all compounds are listed (hit frequency here may not be typical).
